# HIV fusion peptide = inhibitors of HIV fusion peptide binding, primary screen, biochemical, uHTS, fluorescence dequenching (AID 1986). cell-free peptide binding, fluorescence dequenching, 30 min; higher % means a stronger effect. inhibition, % at 20 µM; hits with a dose series show IC50 in µM. 0.3% of 290,000 active; in the data active = inhibition mostly above about 52%, no sharp cut-off; inactive = mostly below about 76%; note: some results filed as inactive read as strong as hits
# Myeloid diff MLP = compounds promoting myeloid differentiation. calls only at 10 µM. ER-HoxA9 myeloid progenitors, lysozyme-GFP differentiation, flow cytometry. AID 624256. 1% of 360,000 active;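 active = normalized GFP-positive differentiation at or above the plate's own cutoff, the solvent-only control mean plus 3 SD; inconclusive = no clear call, values can overlap the other calls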;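 note: cells exposed to compound for four days before flow analysis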
# AID2073 = disruptors of CaV2.2 binding to Mint1 – biochemical, HTRF (AID 2073); HTRF protein-protein interaction, Mint1-CaV2.2; higher % means a stronger effect; inhibition, % at 20 µM; hits with a dose series show IC50 in µM; 0.19% of 290,000 active; in the data active = inhibition mostly above about 51%, no sharp cut-off; inconclusive = no clear call, values can overlap the other calls; inactive = mostly below about 53%; note: some results filed as inactive read as strong as hits
# Siah-1 displacement = Siah-1 peptide-binding antagonists, primary screen, biochemical, fluorescence polarization, rhodamine-plectin, uHTS (AID 1817); Siah-1 / rhodamine-plectin peptide fluorescence polarization; higher % means a stronger effect; displacement, % at 20 µM, or IC50 in µM where a hit was titrated; 0.02% of 290,000 active;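 active = displacement of at least 50% at 20 µM, with a fluorescence ratio check between 0.3 and a set limit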;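 note: plate controls were Siah plus tracer with DMSO for no effect and tracer alone without Siah for full effect; strong numbers were not always called active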
# Dengue-2 NS5 capping = Dengue-2 NS5 methyltransferase inhibitors, primary screen, biochemical, confirmation dose response (AID 588689); Dengue-2 NS5 methyltransferase capping enzyme assay, biochemical; higher % means a stronger effect; inhibition, % at 25 µM; hits with a dose series show IC50 in µM; 0.3% of 340,000 active; in the data active = a potency from the dose series; inconclusive = inhibition above about 29% without an active follow-up result
# HEK293 NOD2/NF-kB = NOD2 signaling inhibitors, cell-based, luminescence, uHTS, HEK293 (AID 1566); HEK293 NOD2/NF-kB luciferase reporter, luminescence; higher % means a stronger effect; inhibition, % at 4 µM, or EC50 in µM where a hit was titrated; 0.63% of 290,000 active; note: many of its hits are not listed in these tables
# XIAP displacement = small molecules displacing peptide from XIAP – biochemical, IAP family, fluorescence polarization (AID 1018) | XIAP BIR domain, fluorescence polarization peptide displacement; higher % means a stronger effect | one-dose displacement, % at 20 µM; IC50 in µM for titrated hits | 0.007% of 200,000 active; in the data active = displacement above about 50%; note: a part of the inactive calls stands beside numbers as strong as those of hits
# LYP phosphatase = inhibitors of LYP phosphatase, biochemical, fluorescence intensity, uHTS (AID 1779). recombinant LYP phosphatase, fluorescence intensity; higher % means a stronger effect. inhibition, % at 11.5 µM; hits with a dose series show IC50 in µM. 0.054% of 290,000 active;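 note: plate controls were vehicle with enzyme for no effect and no enzyme for full effect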
# Hep lipid drop = modulators of hepatic lipid droplet formation. 0.4% of 240,000 active. inhibition, % at 6.5 µM. AML12 mouse hepatocytes, oleate lipid droplets, BODIPY imaging. AID 1656;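 active = lipid droplet intensity inhibited by at least 50%, with more than 500 cells counted; inconclusive = wells with under 300 cells, treated as cytotoxic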
#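 System: AML12 hepatocytes (mouse). Probe or stimulus: oleic acid at 100 µM to induce lipid droplet formation. Times: overnight treatment with compound plus oleate. Detection: Image-based BODIPY and DAPI two-channel analysis. Evaluation: percent inhibition of filter-corrected integrated lipid droplet intensity per well.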
# Hep lipid drop cells 6.5 µM = further read-out of Hep lipid drop, marked with its call; cell count; measured here: cell count, cytotoxicity flag;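 cells counted across two imaged fields per well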
# Dengue-2 NS5 capping pilot replicate = also measured in Dengue-2 NS5 capping; calls as there; inhibition, %; measured here: pilot screen replicate inhibition
# Myeloid diff MLP GFP+ MAC1+ % = further read-out of Myeloid diff MLP, marked with its call; GFP+ MAC1+ double positive, %; measured here: differentiation confirmed by MAC1 staining
# An asterisk follows results filed as active; i = inactive; u = inconclusive; x = not tested or not shown. Cut-off read from the data, not from the text of the source, unless noted: active = inhibition above about 50%; inactive = the rest. This is a subset (hit frequency here may not be typical).
SMILES,HIV fusion peptide,Myeloid diff MLP,Myeloid diff MLP GFP+ MAC1+ %,AID2073,Siah-1 displacement,Dengue-2 NS5 capping,HEK293 NOD2/NF-kB,XIAP displacement,LYP phosphatase,Hep lipid drop,Hep lipid drop cells 6.5 µM,others
COc1ccc(OCC(=O)Nc2ccc(N3CCCCC3)cc2)cc1,-3.1%,i,0.6,8%,-1%,4%,-50%,-5.1%,-3%,12,707,
NC(=O)c1nsc(C(=O)N(Cc2cccnc2)C(C(=O)NC2CCCCC2)c2ccc(F)cc2)c1N (configuration not stated),-2.0%,i,2.0,0%,-13%,2%,-7%,x,-9%,-6,455,
O=S(=O)(NC1CCCCCC1)c1cccc2cccnc12,-0.6%,i,5.8,2%,-6%,3%,15%,-2.2%,-6%,x,x,
COCCNC(=O)C(c1ccc(O)cc1)N(Cc1ccccc1)C(=O)CCC(=O)Nc1nccs1 (configuration not stated),-1.3%,i,1.5,12%,2%,-1%,20%,x,-9%,-36,750,
NC(=O)Nc1ccc(Cl)cc1,-1.3%,i,0.5,8%,4%,1%,12%,x,-7%,5,733,
COc1ccc(Nc2nc(N)nc(CN3CCC(Cc4ccccc4)CC3)n2)cc1,-1.4%,i,7.0,0%,2%,-3%,8%,0.9%,-6%,-9,684,
Cc1nnc(SCC(=O)Nc2cccc([N+](=O)[O-])c2)n1CC1CCCO1 (configuration not stated),-0.9%,i,0.4,6%,3%,-7%,2%,x,1%,22,838,
Cc1ccc(NS(=O)(=O)c2c(C)[nH]c(C)c2C(=O)N2CCCC2)cc1Cl,-1.1%,u,x,-6%,0%,-3%,20%,x,-14%,-1,825,
O=C(O)c1cc(S(=O)(=O)N2CCCCC2)ccc1F,1.2%,i,0.8,1%,3%,-6%,19%,-4.3%,-7%,x,x,
COc1ccc(NC(=O)COc2ccc3c(c2)CCC3)cc1,-0.1%,i,1.0,17%,-2%,-5%,-11%,-7.5%,-6%,1,684,
Cc1ccc(/C=N/NC(=S)NC2CCS(=O)(=O)C2)cc1 (configuration not stated),-2.1%,i,2.7,-14%,-4%,2%,6%,1.5%,-1%,0,720,
CCOC(=O)c1sc2nc(C(C)C)c3c(c2c1N)CC(C)(C)OC3,1.3%,i,0.5,u,-2%,6%,12%,-5.5%,-18%,6,776,
O=C(COc1ccc(Cl)cc1Cl)NC1CCSC1=O (configuration not stated),2.8%,i,0.6,-1%,3%,-1%,-67%,-2.0%,7%,-1,737,
O=C(CNc1ccc(Cl)cc1)NNC(=S)NCc1ccccc1,-2.8%,i,0.4,-24%,3%,-1%,16%,-1.0%,-6%,5,752,
COc1cccc(C2=NNC(=NCc3ccccc3)SC2)c1,0.3%,i,0.3,5%,0%,-2%,-25%,-7.3%,7%,-24,646,
O=C1NC(=O)/C(=C/c2ccccc2Cl)N1,-1.3%,i,1.0,0%,12%,-6%,2%,x,-4%,x,x,
CCc1ccc(NC(=O)CSc2nc3ccccc3c(=O)n2CCCC(=O)NCCCN2CCOCC2)cc1,-0.9%,i,0.4,-21%,-2%,-7%,22%,-8.7%,-10%,-14,732,
Cc1ccc(Oc2nc(CN3CCOCC3)nc3sc4c(c23)CCC(C)C4)cc1 (configuration not stated),0.4%,i,0.8,10%,0%,-3%,10%,-3.1%,5%,21,519,
O=C(CC(C(=O)O)c1ccc(F)cc1)c1ccc(Cl)cc1 (configuration not stated),-0.3%,x,x,5%,-2%,-1%,14%,x,-4%,0,413,
CCCCN(CC)C(=O)Cn1cnc2sc(C)c(S(=O)(=O)N3CCC(C)CC3)c2c1=O,-1.3%,i,0.3,-8%,1%,-10%,16%,x,-8%,-34,762,
COc1cc2c(cc1NC(=O)CSc1ccc(C)cc1)oc1ccccc12,0.2%,i,3.2,2%,4%,0%,14%,-2.1%,4%,x,x,
COC(=O)C1=C(C)NC(C)=C(C(=O)OC)C1c1ccc(OC(=O)c2ccco2)cc1,0.5%,i,2.4,6%,3%,-5%,-7%,-3.3%,3%,x,x,
C=C(C)C1CCC2(C(=O)O)CCC3(C)C(CCC4C5(C)C(C=O)C(O)C(C)(C)C5CCC43C)C12 (configuration not stated),29%,i,1.9,19%,3%,-4%,26%,x,2%,-5,666,
Cc1ccc(-n2nnnc2SC(C)C(=O)Nc2ccccc2-c2ccccc2)cc1 (configuration not stated),-1.5%,i,0.7,-1%,-6%,x,0%,-2.3%,-6%,47,566,
Cc1ccc(S(=O)(=O)N(C)c2ccc(OCC(=O)NC3=NCCS3)cc2)cc1,0.4%,i,1.0,-6%,-4%,-7%,-14%,-10%,1%,22,680,
COc1ccc(NC(=O)C(C)N2c3cccc4cccc(c34)S2(=O)=O)cc1 (configuration not stated),-1.5%,i,1.0,-7%,5%,1%,0%,-6.3%,-4%,-7,788,
CCN(CC)CCn1c(=N)n(CC(=O)c2ccc(C)cc2)c2ccccc21,-0.6%,i,0.9,3%,-1%,-3%,-10%,x,-14%,-33,730,
COC(=O)CNC(=O)/C=C/c1cc(Br)ccc1OC,-1.9%,i,0.6,-8%,-2%,6%,7%,-9.0%,-4%,-71,712,
Cn1ccnc1SCC(=O)NC1CCCCC1,0.3%,i,0.9,-3%,-3%,-1%,6%,-5.5%,-8%,x,x,
Cn1ncc2c(Nc3cccc(C(=O)O)c3)ncnc21,-3.0%,i,2.5,-7%,0%,-1%,-3%,-7.2%,-3%,x,x,
Brc1ccc(-c2ncc(-c3ccccc3)cn2)cc1,-1.0%,i,0.4,14%,1%,-2%,-98%,-2.6%,-1%,4,752,
Cc1cc(C)c(S(=O)(=O)Nc2cnc3ccccc3c2)c(C)c1,3.2%,i,0.3,11%,0%,-18%,23%,x,-7%,-15,757,
O=C(Nc1ccc(F)cc1)C(=O)C1C(=O)Nc2ccccc21 (configuration not stated),1.3%,i,0.1,-1%,3%,-6%,-3%,x,4%,2,703,
O=C(Nc1cc(N2CCCCC2)ncn1)c1ccc(F)cc1,1.1%,i,1.0,-8%,5%,-6%,-54%,-6.8%,-5%,2,714,
Cc1ccc(OC(=O)c2ccncc2)c(C)c1,1.1%,i,0.4,10%,-1%,x,-16%,x,-2%,4,823,
CC1CCN(C(=O)CN(Cc2ccc(Cl)cc2)S(C)(=O)=O)CC1,0.3%,i,2.3,2%,-2%,4%,2%,x,-4%,-17,862,
Cc1nc2ncnn2c(C)c1CCC(=O)N1CCOCC1,0.0%,i,0.5,0%,-1%,1%,2%,-9.8%,-4%,x,x,Dengue-2 NS5 capping pilot replicate=1.8
COCCn1c(SCC#N)nnc1-c1ccc(OC)cc1,3.1%,i,11,-1%,5%,-4%,7%,-11%,-1%,7,754,
CC(NC(=O)c1cccc(S(=O)(=O)N2CCN(C)CC2)c1)C1CC2CCC1C2 (configuration not stated),0.0%,i,0.2,2%,0%,-2%,28%,-2.5%,-9%,-1,692,
c1ccc2[nH]c(C3CC3)nc2c1,-2.4%,i,0.1,15%,10%,-6%,4%,-6.6%,-5%,13,738,

# Among those listed so far, 2 have an NH in an aromatic ring:
SMILES,HIV fusion peptide,Myeloid diff MLP,Myeloid diff MLP GFP+ MAC1+ %,AID2073,Siah-1 displacement,Dengue-2 NS5 capping,HEK293 NOD2/NF-kB,XIAP displacement,LYP phosphatase,Hep lipid drop,Hep lipid drop cells 6.5 µM,others
Cc1ccc(NS(=O)(=O)c2c(C)[nH]c(C)c2C(=O)N2CCCC2)cc1Cl,-1.1%,u,x,-6%,0%,-3%,20%,x,-14%,-1,825,
c1ccc2[nH]c(C3CC3)nc2c1,-2.4%,i,0.1,15%,10%,-6%,4%,-6.6%,-5%,13,738,

# Next entries
SMILES,HIV fusion peptide,Myeloid diff MLP,Myeloid diff MLP GFP+ MAC1+ %,AID2073,Siah-1 displacement,Dengue-2 NS5 capping,HEK293 NOD2/NF-kB,XIAP displacement,LYP phosphatase,Hep lipid drop,Hep lipid drop cells 6.5 µM,others
NS(=O)(=O)c1ccc(NS(=O)(=O)c2ccc(NC(=S)Nc3ccccc3)cc2)cc1,0.3%,i,0.1,-14%,0%,-1%,8%,-7.2%,-2%,-6,682,
CCOC(=O)C1=C(N)OC2=C(C(=O)CCC2)C1c1ccccc1OC (configuration not stated),-0.1%,i,0.2,3%,4%,-9%,6%,-2.9%,-1%,-1,737,
O=C(COc1ccc(C2SCCS2)cc1)Nc1ccc(Cl)cc1,1.6%,i,0.4,18%,-8%,-1%,13%,x,-6%,u,x,
Cc1nc2cc(NC(=O)Nc3ccc(N4CCOCC4)cc3)ccc2n1C,-3.2%,i,8.1,-6%,-8%,-8%,-9%,-6.3%,-8%,4,755,
CCOC(=O)c1nc(Nc2ccc(C)cc2)c2ccccc2n1,-2.3%,i,0.6,7%,0%,-5%,24%,-8.3%,-5%,29,777,
COc1cccc(C(=O)NN2CC(O)=C(c3nc4ccccc4n3C)C2=N)c1,-2.7%,x,x,2%,-2%,x,13%,0.4%,-9%,5,643,
O=C(CN(Cc1ccc(F)cc1)C(=O)c1ccco1)NCc1ccc(F)cc1,1.4%,i,1.7,-2%,6%,-2%,-16%,-2.5%,0%,-2,655,
O=C(CSc1nnc(-c2ccco2)n1Cc1ccco1)Nc1ccccc1,0.2%,i,1.2,1%,2%,4%,11%,-3.4%,-10%,x,x,
O=C(CN1CCC(n2nnc3cc(F)ccc32)CC1)Nc1ccc2c(c1)CCC2,2.2%,i,0.8,1%,5%,-7%,-8%,-3.3%,1%,-2,698,
O=C(CN1CCN(c2ccccn2)CC1)Nc1ccc(F)c(F)c1,-0.4%,i,0.6,-8%,-3%,-1%,1%,x,-5%,32,826,
Cn1c(/C=C/c2cccc([N+](=O)[O-])c2)c([N+](=O)[O-])c(=O)n(C)c1=O,-1.8%,i,0.5,-7%,4%,-8%,-25%,x,-11%,-2,850,
Cc1ccc(NC(=O)CC(C)N2CCCC2)cc1 (configuration not stated),-2.5%,i,3.6,1%,-4%,-9%,-14%,-7.2%,-6%,-24,617,
CCOC(=O)N1CCN(Cc2nc3cc(NC(=O)CC(C)C)ccc3n2CC)CC1,-1.0%,i,0.2,14%,2%,4%,-20%,x,-2%,10,808,
CCCCN(C)C(=O)c1ccc2c(c1)S(=O)(=O)c1ccccc1C2=O,-0.7%,i,1.3,14%,12%,-5%,4%,x,-12%,-12,622,
CCN(CC)c1ccc(/C=N/NC(=O)Cc2nnc(NC(=O)Nc3ccccc3)s2)cc1,-1.0%,i,1.1,25%,1%,-17%,10%,-32%,3%,16,734,
Cc1ccc(N2CCN(S(=O)(=O)c3ccc4c(c3)n(C)c(=O)c(=O)n4C)CC2C)cc1 (configuration not stated),-0.7%,i,1.8,1%,-1%,-4%,9%,-1.9%,-8%,2,772,
